Compound activity from PubChem.
PriA SSB inh: inhibitors of Klebsiella pneumoniae PriA binding to SSB C-terminal tail | AlphaScreen SSBct-PriA binding, biotinylated peptide | inhibition, % at 33 µM | 430,000 compounds, 0.6% hits; in the data active = inhibition mostly above about 37%, no sharp cut-off; inactive = mostly below about 20%;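 also: plate controls were negative control peptide for no effect and reference peptide for full effect; strong numbers were not always called active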
An asterisk follows results filed as active; & = joins results of further samples. Only part of the results is shown. The share of hits here may be higher or lower than overall.

#	SMILES	PriA SSB inh
1	CCOC(Cn1c(/C=C/c2ccccc2)nc2ccccc21)OCC	-45.0
2	O=C(c1ccco1)N1CCC(c2nnc(-c3ccco3)o2)CC1	1.0
3	COc1ccc(S(=O)(=O)c2ccc(=O)n(CC(=O)Nc3ccccc3F)n2)cc1	-2.0
4	O=C(COc1ccc(Cl)cc1Cl)Nc1nnc(-c2ccc(Cl)s2)o1	-14.0&0.0
5	Cc1cc(=O)[nH]cn1	-15.0
6	COc1cccc(N2CC(NC(=O)Cc3cccs3)CC2=O)c1 (stereo not given)	4.0
7	COC(=O)c1ccc(CSc2nc3cc(-c4ccccc4)[nH]c3c(=O)n2Cc2ccccc2)o1	0.0
8	COc1cccc(NC(=O)CCS(=O)(=O)Cc2ccccc2)c1	-4.0
9	CC(=O)Nc1cccc(NC(=O)CSc2ccc(NC(=O)c3cccs3)nn2)c1	-2.0
10	Cn1nc(CN(C2CCCC2)S(C)(=O)=O)c2c1CCC2	-14.0
11	COc1ccc(-c2[nH]ncc2C=NNC(=O)c2cccs2)cc1OC	-7.8
12	CCOC(=O)c1ccc(NC(=O)c2ccc3snnc3c2)cc1	-21.0&7.0
13	O=C(NN=Cc1ccccc1)c1cccc2ccccc12	1.9
14	NC(=O)N1CCOCC1	-10.0
15	O=C(NC(=S)Nc1cccc2c1C(=O)NC2=O)c1cccs1	21.0
16	O=S(=O)(c1ccc(Cl)cc1)N1CCC(c2nc(-c3ccc(F)cc3)no2)CC1	-1.0&12.0
17	CCOc1ccc(S(=O)(=O)NCC2CCN(c3ncccc3C#N)CC2)cc1F	-6.0
18	CN1CCN(C(CNC(=O)c2ccccc2Br)c2ccc(F)cc2)CC1 (stereo not given)	11.0
19	O=C1NCCN1C(=O)Nc1ccc2c(c1)N(C(=O)c1cccs1)CC2	0.0
20	Cc1ccc(N2CC(C(=O)Oc3coc(CSc4ncccn4)cc3=O)CC2=O)cc1C (stereo not given)	6.0
21	COC(=O)c1ccsc1NC(=O)CCOc1ccccc1	-23.0&-10.0
22	O=C(Cc1cccc2ccccc12)Nn1cnc2c(cnn2-c2ccc(F)cc2)c1=O	-7.0
23	O=C(CSc1nnc(NC(=O)C23CC4CC(CC(C4)C2)C3)s1)Nc1ccc(F)cc1F	3.0
24	CC(C)c1ccc(NC(=O)CSc2nccn3nc(-c4ccc(Cl)cc4)cc23)cc1	-10.0
25	Cc1cc(C(=O)Nc2nccs2)nn1C	-2.0
26	COC(=O)N1CCC(CN)CC1	2.0
27	COc1cccc2sc(N(Cc3ccco3)C(=O)c3nc4ccccc4s3)nc12	-4.0
28	CCc1cccc2sc(N(CCN(C)C)C(=O)c3cccc(SC)c3)nc12	42.0*
29	CCSc1ccc(C(=O)Nc2nccs2)cc1	64.0*
30	Nc1nnnn1N=Cc1ccc(O)cc1	-7.5
31	CN(C)S(=O)(=O)c1ccc(C(=O)N(Cc2cccs2)C2CCOCC2)cc1	6.0
32	Cc1nc2n(c(=O)c1C)C(CC(=O)NCCn1nc(-c3cccs3)n(C3CC3)c1=O)CS2 (stereo not given)	-1.0
33	Cc1ccc(-n2ncc3c(SCC(=O)NCc4ccc5c(c4)OCO5)ncnc32)c(C)c1	-4.0
34	CC(C)Oc1ccccc1C=Nn1nnnc1N	-10.4
35	C[C@H](Oc1ccccc1)C(=O)N1CCC(c2nnc(-c3ccc(F)cc3)o2)CC1	-17.0
36	O=C(NCc1cc(-c2ccco2)on1)c1ccccn1	-11.0
37	COc1cccc(NS(=O)(=O)c2ccc(Oc3ccccc3C)cc2)c1	-6.0
38	COc1cc(OC)c(C2NCCS2)cc1OC (stereo not given)	14.0
39	NC(=O)Cn1cc(C=NNS(=O)(=O)c2ccc(F)cc2)c2ccccc21	-11.9
40	O=C(c1cnccn1)N1CC(C(=O)N2CCN(c3ccc(C(F)(F)F)cn3)CC2)C1	-25.0
41	O=C(C1CCN(c2ncnc3c2sc2ncccc23)CC1)N1CCN(c2ccc(Cl)cc2)CC1	-2.0&0.0
42	CS(=O)(=O)c1ccccc1NC(=O)c1ccccc1	-2.0
43	O=C(COc1ccccc1F)NCC(c1ccsc1)N1CCOCC1 (stereo not given)	10.0
44	COc1ccccc1CNC(=O)CC(C)=NNC(=O)Cc1ccc(Cl)cc1	-1.2
45	O=C(Cn1cccc1)NC1CCC(Oc2ccccn2)CC1 (stereo not given)	-12.0
46	COc1ccc(OC)c(Nc2nc(CC(=O)O)cs2)c1	-5.0
47	Cc1cc(C)c(C)c(S(=O)(=O)Nc2ccc(F)c(Cl)c2)c1C	-19.0&8.0
48	CC(=NNC(=O)CNC(=O)c1cccnc1)c1cccc(O)c1	-5.7

Values in list order from the list.
PriA SSB inh, nos. 38–43, in order: 14.0, -11.9, -25.0, -2.0&0.0, -2.0, 10.0

The results go on.
#	SMILES	PriA SSB inh
49	Cc1noc(C)c1CC(=O)NCC1CCN(S(=O)(=O)c2cccnc2)CC1	-13.0
50	CN(C)Cc1c(C(=O)NN=Cc2cccc(OCc3ccccc3)c2)nnn1-c1nonc1N	3.4
51	CS(=O)(=O)c1ccc(CC(=O)Nc2ccc(Cl)cc2C(=O)c2ccccc2Cl)cc1	18.0
52	O=C(NCC1CCN(S(=O)(=O)c2cccnc2)CC1)c1ccc(Cl)s1	-9.0
53	O=C(CCc1ccc(Cl)c(C(F)(F)F)c1)N1CCC(n2ccnn2)CC1	-11.0
54	COc1cc(C=NNC(=O)C(=O)NCc2ccco2)ccc1O	-16.1
55	C[C@H]1CCCCN1C(=O)CSc1nc(-c2ccccc2)[nH]c1S(=O)(=O)c1ccccc1	5.0
56	CCOc1coc(C(=O)Nc2ccc(Cl)c(Cl)c2)cc1=O	-6.0
57	COc1cccc(C(=O)OC2CN(c3nc4c(C)ccc(C)c4s3)C2)c1OC	0.0
58	O=C(NCCC(O)C1CCOCC1)Nc1cccc(C(F)(F)F)c1 (stereo not given)	-22.0
59	Cc1ccc(NC(=O)C(C)NC(=O)CC23CC4CC(CC(C4)C2)C3)cc1 (stereo not given)	-23.0
60	O=C(O)CCC(=NNC(=O)c1cn(-c2ccccc2)nc1-c1ccccc1)C(=O)O	3.6
61	CCOc1ccc(-c2c(C(=O)NN=C(C)c3ccncc3)nnn2-c2nonc2N)cc1	-24.4
62	CCOC(=O)Cn1c(=NC(=O)c2ccccc2Br)sc2cccc(F)c21	-6.0
63	O=C(CC1CSc2nccc(=O)n21)NCc1cc(-c2ccco2)on1 (stereo not given)	0.0
64	Cc1cc(NC(=O)c2ccc(Cc3ccccc3)cc2)on1	5.0
65	O=C(CCSc1ccccc1)NCCn1ccc(-c2cccs2)n1	0.0
66	CCCOc1ccc(-c2csc(N)n2)cc1	14.0
67	COc1cc(C=NNC(N)=O)ccc1OCC(=O)N1C(C)CCCC1C (stereo not given)	0.1
68	C(=Nc1nccs1)c1c[nH]c2ccccc12	7.1
69	CC(C)Sc1ccc2nn(CC(=O)Nc3ccc(F)cc3Cl)c(=O)n2n1	-5.0
70	Cn1cccc(C(=O)NCC(O)c2cn(C)c3ccccc23)c1=O (stereo not given)	-3.0
71	Cc1nnc(NC(=O)CSc2nnc(-c3cccs3)o2)s1	6.0
72	CCn1c(=O)c(C(=O)Nc2ccc3c(c2)OCCO3)c(O)c2sccc21	-9.0
73	COC(=O)c1c(NC(=O)c2ccccc2OC)sc2c1CCN(C(C)=O)C2	-14.0
74	CN1C(=O)C(C)(C)COc2ccc(NC(=O)Cc3cccc4ccccc34)cc21	24.0
75	Cc1cc(S(=O)(=O)Nc2cc(N3CCCS3(=O)=O)ccc2C)ccc1F	6.0
76	CC(=O)c1cccc(NC(=O)Cn2cnc3c(sc4ncccc43)c2=O)c1	-15.0
77	CC(C)C(=O)NCCCn1nc(-c2ccccc2)ccc1=O	-7.0
78	CCN(CC)C(=O)Oc1ccc2c(=O)c(-c3ccc4c(c3)OCCO4)coc2c1	-5.0
79	CC(=NNC(=O)COc1ccccc1-c1ccccc1)c1ccccn1	0.6
80	O=C(NCc1cccs1)Nc1c[nH]c2ccccc12	10.0
81	O=C(NCc1ccc2c(c1)OCO2)C(=O)NCC1CCN(c2cnccn2)CC1	-4.0
82	O=C(CSc1nc2c(sc3ncccc32)c(=O)n1Cc1ccccc1)Nc1cccc(Cl)c1	-5.0
83	CC(C)C(=O)Nc1ccc(S(=O)(=O)NCCn2cnc(C3CCCC3)cc2=O)cc1	-11.0
84	O=C(N/N=C\c1cc(Br)ccc1O)c1cc(C23CC4CC(CC(C4)C2)C3)[nH]n1	-5.0
85	CS(=O)(=O)N1CCCC(c2nnc(-c3ccc4c(c3)OCO4)o2)C1 (stereo not given)	-10.0
86	O=C(NCCc1cccs1)c1cn(C[C@H](O)c2ccccc2F)nn1	-20.0
87	O=C(c1ccc(-c2cccs2)cc1)N1CC[C@H](n2ccnn2)C1	-13.0
88	COCCN1CCC(CNC(=O)c2ccc(OC(C)C)cc2)CC1	-2.0

Taken from above:
COCCN1CCC(CNC(=O)c2ccc(OC(C)C)cc2)CC1 in PriA SSB inh reads -2.0
O=C(NCCc1cccs1)c1cn(C[C@H](O)c2ccccc2F)nn1 in PriA SSB inh reads -20.0
O=C(CSc1nc2c(sc3ncccc32)c(=O)n1Cc1ccccc1)Nc1cccc(Cl)c1 in PriA SSB inh reads -5.0
CC(C)C(=O)Nc1ccc(S(=O)(=O)NCCn2cnc(C3CCCC3)cc2=O)cc1 in PriA SSB inh reads -11.0
O=C(c1ccc(-c2cccs2)cc1)N1CC[C@H](n2ccnn2)C1 in PriA SSB inh reads -13.0

Next compounds
#	SMILES	PriA SSB inh
89	O=C(CN1CCN(Cc2cnnn2-c2ccccc2)CC1)NCc1ccccc1	5.0
90	COc1ccccc1Cn1ccnc1SCC(=O)NCc1ccc(F)cc1	6.0
91	CC(CC(=O)Nc1cccc(Cl)c1Cl)=NNC(=O)C(=O)NC1CCCCC1	0.5
92	CCC(C(=O)O)N1C(=O)/C(=C\c2ccc(-c3ccccc3C(F)(F)F)o2)SC1=S (stereo not given)	41.0
93	O=C(NNC(=O)c1ccc(=O)n(Cc2ccccc2)c1)c1ccc(F)c(F)c1	2.0
94	CCOC(=O)c1c(C)[nH]c(C(=O)CSc2ncnc3sc4c(c23)CCC4)c1C	-7.0
95	CCCNC(=O)COc1coc(CSc2nncn2C)cc1=O	-24.0&-4.0
96	COc1ccc(NC(=O)CCCS(=O)(=O)c2ccc(C)cc2)c2ccccc12	-6.0
97	CSc1ccccc1NC(=O)CCCn1nc(-c2ccco2)ccc1=O	-8.0&2.0
98	COc1cccc(C(=O)NN=c2oc3c(OC)cccc3cc2C(=O)NCc2ccccc2)c1	-6.2
99	O=C(Cn1c(=O)nc(-c2ccccc2)c2ccccc21)NCc1ccccc1Cl	-12.0
100	Cc1ccc(S(=O)(=O)NCc2nc(C)no2)c(C)c1	-2.0
101	COC(=O)c1ccc2c(=O)n(CC(=O)NC(C)c3ccccc3)c(=S)[nH]c2c1 (stereo not given)	13.0
102	Cc1c(Cl)cccc1S(=O)(=O)Nc1cnoc1	-12.0
103	COc1ccc(-c2cc(-c3ccccc3)nc(SCC(=O)NCC3CCCO3)c2C#N)cc1OC (stereo not given)	-20.0
104	CN(C)c1cccc(C(=O)N2CCC(c3ccsc3)CC2)c1	-25.0
105	CC(C)(C)C(=O)C=C(N)/C=C/c1ccccc1	12.6
106	COc1ccccc1NC(=O)CC(N)=NO	-15.5
107	O=C(Cn1cc(S(=O)(=O)c2ccc(F)cc2)c2ccccc21)NCc1cccs1	-13.0&16.0
108	CS(=O)(=O)c1ccc2nc(NC(=O)c3cc(=O)c4ccccc4o3)sc2c1	-5.0
109	Cc1ccc(COc2cn(CC(N)=O)c(CO)cc2=O)cc1	-18.0
110	CCCS(=O)(=O)N1CCc2ccc(NC(=O)c3cc(-c4cc(OC)ccc4OC)nn3C)cc2C1	1.0
111	O=C(NCc1ccc2c(c1)OCO2)C(=O)NCc1ccc(C(O)c2cccs2)s1 (stereo not given)	4.0
112	COc1ccc(-c2ccc(S(=O)(=O)NCCc3ccccc3)cc2)cc1	-10.0
113	CS(=O)(=O)c1cccc(-c2nnc(NC(=O)C3c4ccccc4Oc4ccccc43)o2)c1	0.0
114	COc1ccc(CCNC(=O)CC(=O)NN=Cc2ccc(Br)cc2)cc1OC	-6.7
115	Cc1cccn2c(=O)c(C=C3SC(=S)NC3=O)c(NCCCN3CCOCC3)nc12	14.0
116	O=c1ccc(-c2ccc3c(c2)OCCO3)n[nH]1	-13.0
117	CC(C)(C)OC(=O)N1CCCC[C@H]1c1cc(C(N)=O)n[nH]1	-17.0
118	COc1cccc(C2C3=C(N=c4sc(=Cc5ccc(O)cc5)c(=O)n42)c2ccccc2CC3)c1OC (stereo not given)	-1.5
119	O=C(Nc1nnc(-c2ccc3c(c2)CCCC3)o1)c1ccc2c(c1)CCCC2	-6.0
120	COC1(CNC(=O)c2ccc(Br)o2)CCSC1 (stereo not given)	3.0
121	COCC(C)(O)CNC(=O)c1cc(C)oc1C (stereo not given)	0.0
122	COc1ccc(CCC(=O)NCCn2nc(-c3ccncc3)cc2C)cc1	-6.0
123	CCC(=Cc1sc2ccc(OC)cc2[n+]1CCCS(=O)(=O)[O-])C=C1Sc2ccc(OC)cc2N1CC	0.3
124	CCn1nc(C)cc1C(=O)Nc1nnc(-c2ccno2)o1	4.0
125	CCc1ccc(CC(=O)Nc2nc(-c3ccccc3)c(C(=O)c3ccccc3)s2)cc1	1.0
126	O=C(NCc1ccc2c(c1)OCO2)C(=O)NC[C@@H](c1ccco1)S(=O)(=O)c1ccc(Cl)cc1	-7.0
127	O=C(NCCC(O)c1ccccc1)C(=O)NC1CCCC1 (stereo not given)	-1.0
128	C=CCc1ccccc1OCC(=O)NN=Cc1ccccc1OCC	-22.1
129	Cc1cc(C)n(CCN)n1	-14.0&25.0
130	O=C(NCCn1ncc2c(=O)n(Cc3ccc(Br)cc3)cnc21)c1ccc(F)cc1	-12.0
131	O=C1c2cccc3cccc(c23)C(=O)N1CCN1CCN(S(=O)(=O)c2cccc3cccnc23)CC1	-4.0
132	Cc1ccccc1-c1noc(-c2cccn(CC(=O)NC3CCCCC3)c2=O)n1	-8.0
